# Source: PubChem
# T cell HTS – T cell immune modulation candidate; calls only at 7 µM; actives 0.068% (n = 330,000); 2C CD8+ T cell-vesicle binding, flow cytometry; hits give low values; AID 2052;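 active = response, share of CD8 T cells binding vesicles, and their 90th percentile fluorescence all below set limits, cut at about 80% in these data, passing the limit was not always enough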
#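 Also added: QL9-peptide-loaded Drosophila micro-vesicles bearing Ld, ICAM-1 and B7-1; Test system: purified 2C TCR transgenic mouse naive CD8+ T cells; Measured by: cytometric PE anti-B7-1 and Alexa647 anti-CD8 signals after 1% paraformaldehyde fixation; Timing: binding step 1.5 h, 37 °C, antibody labelling 20 min, ice.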
# T cell HTS vesicle-bound % – recorded beside T cell HTS, whose call it bears; double positive events, %; measured here: CD8+ vesicle-bound cell fraction;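 binding gate set so that unloaded-vesicle control wells show 10% double positive cells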
# An asterisk follows results filed as active; i = inactive. Only part of the results is shown, so the mix of outcomes need not match the whole.
# Order of results: T cell HTS, T cell HTS vesicle-bound %
> Cc1ccc(Cl)c(Cn2cnc3c(cnn3C(C)(C)C)c2=O)c1F
  i, 46
> Cc1cc(C)c2cc(C(=O)N3CCN(c4ncccc4C(F)(F)F)CC3)[nH]c2c1
  i, 35
> O=S(=O)(Nc1ccc(S(=O)(=O)N2CCCC2)cc1)c1ccc(F)cc1F
  i, 42
> Cc1cc(C)c(OCC(=O)N(Cc2cccs2)C2CCS(=O)(=O)C2)c(C)c1 (stereo unspecified)
  i, 12
> Cc1cc(Cl)c(Cl)cc1S(=O)(=O)NCCCn1ccnc1
  i, 40
> O=C(O)/C=C/C(=O)Nc1nc(-c2ccc3ccccc3c2)cs1
  i, 52
> CN(c1ccc(F)cc1)S(=O)(=O)c1ccc(Cl)c(C(=O)NCc2ccco2)c1
  i, 52
> O=S(=O)(c1ccc(F)cc1)N1CCCNCC1
  i, 31
> Cc1ccccc1NS(=O)(=O)c1ccc(C(=O)NCC(c2ccco2)N2CCCCC2)cc1 (stereo unspecified)
  i, 48
> Cc1ccc(/C=C/C(=O)OCC(=O)NC(=O)NCc2ccccc2)cc1
  i, 52

# The listing continues.
# Order of results: T cell HTS, T cell HTS vesicle-bound %
> CC(=O)N1c2ccc(S(=O)(=O)NCC3CCC(C(=O)N4CCC(C)CC4)CC3)cc2CC1C (stereo unspecified)
  i, 15
> COc1ccccc1C(=O)Nc1nnc(SCC(=O)NCC2CCCO2)s1 (stereo unspecified)
  i, 40
> CCOC(=O)C1CCN(C(=O)Cn2cnc3sc(C)c(S(=O)(=O)N4CCCCC4)c3c2=O)CC1
  i, 49
> O=C(Nc1cc2c3c(c1)CC(=O)N3CCC2)C1CCCCC1
  i, 34
> O=CN1CCN(C(=O)c2cccc([N+](=O)[O-])c2)CC1
  i, 67
> Cc1ccc(N2CC(C(=O)Nc3ccc(S(=O)(=O)Nc4nccs4)cc3)CC2=O)cc1C (stereo unspecified)
  i, 24
> CCOc1ccc2oc(C(=O)OCC(=O)NCc3ccc(OC)cc3)c(C)c2c1
  i, 3
> Cc1ccc(S(=O)(=O)n2ccc3c(OCCOCCSCC(NC(=O)OC(C)(C)C)C(=O)O)cccc32)cc1 (stereo unspecified)
  i, 37
> COc1ccc(OCCOC(=O)CCS(=O)(=O)c2ccc(C)cc2)cc1
  i, 56
> Cc1c(C(=O)N2CCCCC2)c(S(=O)(=O)NCc2ccccc2Cl)c(C)n1C
  i, 10

# Next part.
# Order of results: T cell HTS, T cell HTS vesicle-bound %
> CCCCN(C(=O)c1ccc2c(c1)OCO2)C1CCS(=O)(=O)C1 (stereo unspecified)
  i, 44
> Cc1ccc(C)c(OCCCCN2CCCCC2)c1
  i, 57
> CCN1C(=O)[C@@H]2[C@@H](c3ccc(-c4ccc5c(c4)OCO5)c(OC)c3)N3CCCC[C@@]3(C(=O)OC)[C@@H]2C1=O
  i, 19
> CC(=O)c1ccc(NC(=O)CN2CCC(C(=O)c3ccc4c(c3)OCCO4)CC2)cc1
  i, 44
> CCCS(=O)(=O)N1CCCC(C(=O)Oc2ccccc2Cl)C1 (stereo unspecified)
  i, 63
> COc1cccc(NC(=O)CN2C(=O)NC3(CCCCCC3)C2=O)c1
  i, 44
> O=C(NCc1ccccc1)C(c1ccncc1)N(C(=O)c1csnn1)c1ccccc1F (stereo unspecified)
  i, 47
> CCOC(=O)C1CCN(S(=O)(=O)CCNC(=O)c2ccccc2)CC1
  i, 32
> COc1ccc(C(=O)N2CCC(C(=O)N3CCN(c4ccc(OC)cc4)CC3)CC2)cc1
  i, 34
> O=C(O)c1ccc(Cl)c(S(=O)(=O)Nc2ccccc2C(=O)Nc2ccc(Cl)cc2)c1
  i, 50

# (list continues)
# Order of results: T cell HTS, T cell HTS vesicle-bound %
> O=[N+]([O-])c1ccc(N2CCN(c3cccc(Cl)c3)CC2)cn1
  i, 16
> COc1ccccc1NS(=O)(=O)c1c(C(=O)N2CCCC2)c(C)n(C)c1C
  i, 39
> O=C(NC1CCCCC1)c1n[nH]c2c1CC(c1ccccc1)CC2 (stereo unspecified)
  i, 40
> Nc1nc(NCCOCCO)nc(Nc2cccc(F)c2)c1[N+](=O)[O-]
  i, 44
> COc1cc(/C=C/c2onc(C)c2[N+](=O)[O-])cc(OC)c1OC
  i, 4
> O=C(CSc1nc2ccccc2c(=O)[nH]1)N1CCN(c2ccccc2)CC1
  i, 66
> O=C(CCCn1c(=O)oc2ccccc21)N1CCN(c2ccccn2)CC1
  i, 20
> COc1ccc(C(=O)OCc2nnc(-c3ccccc3)o2)cc1S(=O)(=O)N1CCOCC1
  i, 30
> COc1ccc(C(=O)NC(Cc2c[nH]c3ccccc23)C(=O)O)cc1 (stereo unspecified)
  i, 6
> CCCOc1ccc(-c2c(C(=O)N/N=C(\C)COc3ccccc3)nnn2-c2nonc2N)cc1
  i, 4

# Additional structures follow.
# Order of results: T cell HTS, T cell HTS vesicle-bound %
> Cc1ccc(N2CC(C(=O)Nc3ccc4c(c3)OCO4)CC2=O)cc1C (stereo unspecified)
  i, 22
> CN(C(=O)COC(=O)Cc1ccc(Cl)cc1)C1CCCCC1
  i, 34
> CCOc1ccc(OC(=O)c2cccc(S(=O)(=O)N3CCN(C)CC3)c2)cc1
  i, 34
> CCOC(=O)C1CCN(C(=O)c2ccc(N3CCOCC3)c([N+](=O)[O-])c2)CC1
  i, 31
> CN(Cc1ccc(Cl)cc1Cl)C(=O)CNC(=O)c1ccco1
  i, 7
> C=CCC[C@@H](Cc1ccc(F)cc1)C(=O)OC[C@@H](Cc1c[nH]c2ccccc12)NC(=O)[C@H](CC=C)CC(=O)N[C@H](CO)Cc1ccccc1
  i, 10
> CC1CCCN(CCCNC(=O)c2cc3c(s2)-c2ccccc2OC3)C1 (stereo unspecified)
  i, 10
> Cc1cccc(C)c1NC(=O)c1cccc(C(=O)Nc2c(C)cccc2C)n1
  i, 55
> CC(C)(C)OC(=O)NC(Cc1ccccc1)C(=O)NC(CSC1CCCCO1)C(=O)NN (stereo unspecified)
  i, 52
> O=C(NCCS(=O)(=O)N1CCN(c2ccc(F)cc2)CC1)C1CC(=O)N(c2ccccc2)C1 (stereo unspecified)
  i, 12

# Following part:
# Order of results: T cell HTS, T cell HTS vesicle-bound %
> COc1ccc(S(=O)(=O)Nc2ccccc2N2CCOCC2)cc1OC
  i, 55
> Cc1cc(C(=O)NC2CCCN(Cc3ccccc3F)C2)no1 (stereo unspecified)
  i, 25
> NS(=O)(=O)c1cc(C(=O)NCC2CCCCC2)ccc1Cl
  i, 46
> Cc1ccc(C(=O)NCCNC(=O)c2ccc(C)nc2)cc1
  i, 32
> Oc1ccc(/C=N/n2c(COc3ccccc3)n[nH]c2=S)c(O)c1
  i, 51
> CC(C)CCCN1CCN=C1N(C)C
  i, 29
> CC1CCN(S(=O)(=O)c2ccc3c(c2)c(=O)c(C(=O)N2CCOCC2)cn3C)CC1
  i, 9
> COc1ccccc1N1CCN(Cc2cc(=O)c(OCC(=O)NC(C)C)co2)CC1
  i, 34
> COc1cc(C(C(=O)NC2CCCC2)N(C(=O)c2snc(C(N)=O)c2N)c2ccccc2)cc(OC)c1OC (stereo unspecified)
  i, 12
> COc1ccc(C(C(=O)NCCC(C)C)N(CCO)C(=O)c2snc(C(N)=O)c2N)cc1OC (stereo unspecified)
  i, 43

# Further records follow:
# Order of results: T cell HTS, T cell HTS vesicle-bound %
> CCn1c(=O)c(C(=O)NNC(=O)Cc2ccccc2)c(O)c2ccccc21
  i, 21
> CC1CCN(C(=O)c2ccccc2NS(=O)(=O)c2ccccc2)CC1
  i, 5
> Cc1c(CCC(=O)NCCCn2ccnc2)c(=O)oc2c(C)c3oc4c(c3cc12)CCCC4
  i, 38
> Cc1onc(NC(=O)NC(=O)c2c(Cl)cccc2Cl)c1Br
  i, 26
> CCN1CCN(CCC(=O)Nc2ccc(Br)c(C)c2)CC1
  i, 39
> COc1cccc(C(=O)OCC(=O)c2c[nH]c3ccccc23)c1OC
  i, 35
> Clc1ccc(CNCC2CCCO2)cc1 (stereo unspecified)
  i, 59
> O=C(CCCOc1ccccc1)NNC(=O)c1ccncc1
  i, 15
> CS(=O)(=O)N(CC(=O)N1CCN(Cc2ccccc2)CC1)c1cccc([N+](=O)[O-])c1
  i, 41
> COc1ccc(C(C)(C)NC(=O)C2CCC(=O)N(CCCN3CCCC3=O)C2)cc1 (stereo unspecified)
  i, 16

# Following part.
# Order of results: T cell HTS, T cell HTS vesicle-bound %
> COc1ccc(-n2ncc3c2CC(C)(C)CC3NC(=O)C2CCN(C(C)=O)CC2)cc1 (stereo unspecified)
  i, 24
> O=C(CSc1nnc(-c2ccccn2)o1)Nc1ccccc1C(F)(F)F
  i, 17
> O=C(NCCS(=O)(=O)NCc1ccccc1Cl)c1ccccc1
  i, 22
> O=C(Nc1cccc(-n2cnnn2)c1)c1cnccc1Cl
  i, 36
> CCOC(=O)c1c(C)[nH]c(C(=O)COC(=O)c2cnccn2)c1C
  i, 37
> CN(C)c1cccc(C(=O)Nc2nnc(Cc3ccccc3)s2)c1
  i, 16
> CC1(C)Cc2c(cnn2-c2ccc(F)cc2)C(NC(=O)CCCN2CCCCC2=O)C1 (stereo unspecified)
  i, 18
> O=C(NCCCn1ccnc1)c1ccc(COc2ccccc2)o1
  i, 25
> CCc1ccc(C(=O)Cn2ccsc2=N)cc1
  i, 51
> Cc1ccc(S(=O)(=O)NCCC(=O)NCC(c2ccc(F)cc2)N2CCOCC2)cc1 (stereo unspecified)
  i, 52

# The list continues:
# Order of results: T cell HTS, T cell HTS vesicle-bound %
> Cc1cccc2cc(CN(CC3CCCO3)C(=O)c3cccs3)c(=O)[nH]c12 (stereo unspecified)
  i, 21
> Cc1sc2ncnc(N3CCN(Cc4ccccc4)CC3)c2c1-c1ccccc1
  i, 49
> CC(C)=CCOc1ccc2c(C)c(CC(=O)N3C[C@H]4C[C@@H](C3)c3cccc(=O)n3C4)c(=O)oc2c1C
  i, 24
> N#CC(C#N)=C1NC(N)=C(C#N)C(c2ccccc2)=C1C#N
  i, 40
> COc1cccc(/C=N/NC(=O)c2cc(-c3ccccn3)nc3ccccc23)c1O
  i, 40
> COc1ccccc1N(C)S(=O)(=O)c1ccc(Cl)c(C(=O)N2CCC2)c1
  i, 31
> COc1ccc(N2CCN(C(=O)COc3cccc4ccccc34)CC2)cc1
  i, 29
> COc1ccc(CNC(=O)CN(C(=O)c2csnn2)c2ccc(C(C)=O)cc2)cc1
  i, 32
> Cc1ccc(C(=O)N2CCC(n3nccc3NC(=O)Nc3cccc(F)c3)CC2)cn1
  i, 20
> Cc1cccnc1CCNCc1c(C(=O)N2C[C@@H](C)O[C@@H](C)C2)nc2ccc(Cl)cn12
  i, 4

# (continued)
# Order of results: T cell HTS, T cell HTS vesicle-bound %
> Cc1ccc(S(=O)(=O)CCC(=O)OCC(=O)N(Cc2ccccc2)C(C)C)cc1
  i, 22
> COc1ccccc1CCC(=O)N(C)CC(=O)Nc1ccc(Cl)c(C(F)(F)F)c1
  i, 28
> CCOc1ccc(NC(=O)C2CC(=O)N(Cc3ccco3)C2)cc1 (stereo unspecified)
  i, 52
> Cc1nc(C)c(-c2ccc(SCc3ccccc3F)nn2)s1
  i, 26
> Cn1cccc1C(=O)OCC(=O)NCCc1ccccc1
  i, 24
> CCc1ccc(CNC(=O)CCn2ccc3cc(S(=O)(=O)N4CCCC4)ccc32)cc1
  i, 15
> CCCCn1c(N)c(N(CCOC)C(=O)CN(C)S(=O)(=O)c2ccc(F)cc2)c(=O)[nH]c1=O
  i, 34
> O=C(NCc1ccc(F)cc1)C1CCN(S(=O)(=O)c2cccnc2)CC1
  i, 30
> COc1ccc(Cl)cc1NC(=O)CN(C)C(=O)c1cccc2cccnc12
  i, 38
> COc1cccc(NC(=O)N2CCCC2C(=O)NCc2ccc(Cl)cc2)c1 (stereo unspecified)
  i, 50

# Whole records from above. Order of values: T cell HTS | T cell HTS vesicle-bound %
# COc1ccc(Cl)cc1NC(=O)CN(C)C(=O)c1cccc2cccnc12 across the screens: i | 38
# O=C(NCc1ccc(F)cc1)C1CCN(S(=O)(=O)c2cccnc2)CC1 across the screens: i | 30
# CCOc1ccc(NC(=O)C2CC(=O)N(Cc3ccco3)C2)cc1 (stereo unspecified) across the screens: i | 52
# Cc1ccc(S(=O)(=O)CCC(=O)OCC(=O)N(Cc2ccccc2)C(C)C)cc1 across the screens: i | 22
# CCCCn1c(N)c(N(CCOC)C(=O)CN(C)S(=O)(=O)c2ccc(F)cc2)c(=O)[nH]c1=O across the screens: i | 34

# The listing continues.
# Order of results: T cell HTS, T cell HTS vesicle-bound %
> COc1ccc(NC(=O)CS(=O)CC(=O)Nc2cccc3cccnc23)cc1 (stereo unspecified)
  i, 51
> CCCCn1c(N)c(N(CC)C(=O)c2cc(CC)c(C)s2)c(=O)[nH]c1=O
  i, 62
> CCOC(=O)c1ccc(NS(=O)(=O)c2ccc3c(c2)NC(=O)CCS3)cc1
  i, 28
> CCOc1cc(/C=C2\NC(=O)NC2=O)ccc1OC(C)C(=O)O (stereo unspecified)
  i, 48
> CCOc1ccccc1NC(=O)Nc1ccncc1
  i, 4
> O=C(COc1ccccc1)NCC(=O)N/N=C/c1cccs1
  i, 19
> Cc1cccc(Nc2nc(N3CCOCC3)nc(N3CCOCC3)n2)c1
  i, 58
> COc1ccc(NS(=O)(=O)c2cc(N)ccc2N2CCCCC2)cc1
  i, 6
> Cn1c(=O)c2c(nc(NCCO)n2CCCc2ccccc2)n(C)c1=O
  i, 52
> Cc1cc(C)cc(NC(=O)CCC(=O)N2CCSc3ccccc32)c1
  i, 45
> CCOc1ccccc1NC(=O)C1CCCN1S(=O)(=O)c1ccccc1C(F)(F)F (stereo unspecified)
  i, 28
> CCC(Oc1ccccc1)C(=O)N(C)CC(=O)N(CC(C)C)c1c(N)n(CC(C)C)c(=O)[nH]c1=O (stereo unspecified)
  i, 38
> CC(OC(=O)c1ccc(CN2CCCC2=O)cc1)C(=O)Nc1ccc(Cl)cc1 (stereo unspecified)
  i, 38
